AHR activator – activates the human aryl hydrocarbon receptor | P35869 | AHR-responsive luciferase reporter cells, luminescence | activation, % at 5 µM | 320,000 compounds, 2.5% hits; in the data active means activation above about 47%;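 further: 0% = vehicle wells and 100% = reference agonist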
Yeast superoxide – lowers age-related superoxide in aged yeast cells; S. cerevisiae aged cells, superoxide DHE fluorescence; active compounds read low; superoxide response (% of plate mean), % at 10 µM; 330,000 compounds, 0.18% hits; AID 2690;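 active means superoxide response under a set limit, about three screen SD below normal, cut at about 65% in these data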;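 further: yeast aged for seven days with compound at 30 °C before DHE staining; 100% = average MFI of all compound-treated wells on the plate with controls excluded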
Efflux pump inh – blocks antifungal efflux pumps in multiplex yeast assay | S. cerevisiae Candida pump triplex, Nile Red efflux | inhibition, % at 10 µM | 330,000 compounds, 0.44% hits;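 active means plate passing quality check with inhibition over a set limit, or well fluorescence over plate mean plus 4 SD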;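 further: Nile Red retained in pooled yeast measured as flow cytometry median fluorescence; 0% = buffer negative control and 100% = Enniatin B positive control; higher means more Nile Red kept so more efflux inhibition; some compounds called inactive have numbers as strong as hits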
* hit, by the source's call; . = no result given.

SMILES | AHR activator | Yeast superoxide | Efflux pump inh
COC(=O)C1=C(c2cc3ccccc3s2)C[C@@H]2CC[C@H]1N2C(=O)NCc1cccc2ccccc12 | 1.8 | . | .
CCCCOC(=O)c1ccc(NC(=O)c2c(O)[nH]c(=O)[nH]c2=O)cc1 | 1.8 | . | .
O=P1(Oc2ccccc2)C[C@@H](O)[C@@H](O)[C@H](COCc2ccccc2)O1 (some centres not stated) | 0.1 | . | .
C[C@@]1([C@@H](NP(=O)(c2ccccc2)c2ccccc2)c2ccccc2)C[C@H]1CCO | -0.1 | . | .
CCc1ccccc1N1C(=O)/C(=C/c2ccc(N3CCN(C)CC3)o2)C(=O)NC1=S | 1.8 | 93.6 | 0.1

Compound profiles, as listed above:
C[C@@]1([C@@H](NP(=O)(c2ccccc2)c2ccccc2)c2ccccc2)C[C@H]1CCO in the list: AHR activator = -0.1; Yeast superoxide = .; Efflux pump inh = .
O=P1(Oc2ccccc2)C[C@@H](O)[C@@H](O)[C@H](COCc2ccccc2)O1 (some centres not stated) in the list: AHR activator = 0.1; Yeast superoxide = .; Efflux pump inh = .

Source: PubChem (several laboratories)

This is a subset; rates above refer to the full screens.
